Screening results (PubChem)
mIAP act: mouse IAP activation; muIAP, CDP-Star luminescence, 30 min; active compounds read high; 1 = vehicle-only enzyme signal, 0 = enzyme-free wells; activation factor at 10 µM; 330,000 tested, 0.24% active; AID 2805;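 active means activation factor of at least 2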; further: the source names both 10 and 20 µM as test concentration; values of inactives mirror those of a sister screen read the other way
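System: mouse IAP enzyme. Reagent: CDP-Star chemiluminescent phosphatase substrate. Benchmarks: DMSO wells, no-enzyme wells. Times: 30 min enzyme-substrate-compound incubation at room temperature. Detection: luminescence from enzymatic CDP-Star hydrolysis. Doses: test compounds delivered from DMSO solution.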
tim10-1 inh: inhibits growth of tim10-1 mutant yeast. S. cerevisiae tim10-1 ts strain growth, BacTiter-Glo, 24 h. inhibition, % at 20 µM. 330,000 tested, 2.2% active. AID 463190;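 active means inhibition of at least 40%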;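 further: mutant grown at 25 °C; 0% = DMSO wells with yeast and 100% = wells holding no yeast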
A3A deaminase: blocks human APOBEC3A ssDNA deamination; inhibition, % at 20 µM; AID 493011; recombinant A3A, FAM/TAMRA ssDNA deamination fluorescence; 330,000 tested, 0.41% active;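 active means at least 40% inhibition at 20 µM here, with at most 30% in a related deaminase screen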;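 further: plate controls were A3A with DMSO for no effect and wells lacking A3A enzyme for full effect; some results filed as inactive read as strong as hits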
Target sequence (P31941 whole entry, looked up): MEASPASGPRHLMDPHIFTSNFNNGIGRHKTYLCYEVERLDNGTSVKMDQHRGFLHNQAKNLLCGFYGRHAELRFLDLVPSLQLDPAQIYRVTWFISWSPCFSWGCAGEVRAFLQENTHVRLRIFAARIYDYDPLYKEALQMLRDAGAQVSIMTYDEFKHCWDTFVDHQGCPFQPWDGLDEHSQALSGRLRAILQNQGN
mIAP block: blocks mouse intestinal alkaline phosphatase. purified mouse IAP, CDP-Star luminescence, 30 min. inhibition, % at 10 µM. 330,000 tested, 0.2% active. AID 2806;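 active means inhibition of at least 40% at 10 µM in the primary screen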;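 further: plate controls were DMSO with enzyme for no effect and no enzyme wells for full effect; values of inactives mirror those of a sister screen read the other way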
NLRP3 yeast inh: blocks the NALP3 inflammasome reconstituted in yeast; inhibition, % at 10 µM; AID 2825; 330,000 tested, 0.39% active; Yeast reconstituted NLRP3/ASC/caspase-1, beta-gal luminescence, 24 h;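 active means inhibition of 50% or more; inactive means inhibition below 50%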;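 further: plate controls were induced DMSO wells for no effect and uninduced yeast grown without galactose for full effect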
APOBEC3G inh: blocks human APOBEC3G single-stranded DNA deamination. recombinant A3G, ssDNA deamination FAM/TAMRA fluorescence. inhibition, % at 20 µM. 330,000 tested, 0.28% active. AID 493012;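 active means inhibition of at least 40% at 20 µM, with no more than 30% in the related APOBEC3A deaminase screen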;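 further: plate controls were DMSO wells with A3G for no effect and wells lacking A3G enzyme for full effect; some compounds called inactive have numbers as strong as hits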
Target sequence (Q9HC16 whole entry, looked up): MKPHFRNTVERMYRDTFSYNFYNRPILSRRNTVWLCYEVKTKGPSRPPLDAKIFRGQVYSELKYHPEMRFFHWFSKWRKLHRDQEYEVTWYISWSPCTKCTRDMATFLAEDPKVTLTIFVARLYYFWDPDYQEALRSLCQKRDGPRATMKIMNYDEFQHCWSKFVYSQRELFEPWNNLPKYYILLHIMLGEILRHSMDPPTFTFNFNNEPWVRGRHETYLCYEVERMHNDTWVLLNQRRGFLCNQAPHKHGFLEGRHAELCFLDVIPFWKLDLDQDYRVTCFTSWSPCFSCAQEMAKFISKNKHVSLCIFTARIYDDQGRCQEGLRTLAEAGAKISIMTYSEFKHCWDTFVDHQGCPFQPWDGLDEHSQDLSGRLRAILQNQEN
TIM10 inh: growth inhibitors of TIM10 yeast strain | S. cerevisiae TIM10 strain growth, BacTiter-Glo luminescence, 24 h | inhibition, % at 10 µM | AID 463195 | 330,000 tested, 1.4% active;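 active means inhibition of 40% or more at the single tested concentration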;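 further: wild-type TIM10 isogenic control strain grown at permissive 25 °C; 0% = DMSO yeast wells and 100% = minimal medium wells without yeast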
hIAP block: human IAP inhibition. P09923. purified IAP, CDP-Star luminescence, 30 min. inhibition, % at 10 µM. 330,000 tested, 0.12% active. AID 2544;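 active means inhibition reaching a set limit with compound at 10 µM in the primary screen, cut at about 35% in these data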;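 further: plate controls were DMSO wells with enzyme for no effect and no-enzyme buffer wells for full effect; values of inactives mirror those of a sister screen read the other way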
beta cell repl: induces beta-cell replication in MIN6 cells. MIN6 cells proliferation, ATPlite luminescence, 48 h; cells starved in 0.2% serum; 100% = growth in 10% serum. 330,000 tested, 0.29% active. proliferation, % at 10 µM. AID 2380;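 active means compounds whose signal lies at least 3.5 SD above the mean of all wells on their plate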;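 further: 0% = DMSO-treated cells in low-serum medium and 100% = 10% serum control; some compounds called inactive have numbers as strong as hits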
Active calls of the source: *.

Compound	mIAP act	tim10-1 inh	A3A deaminase	mIAP block	NLRP3 yeast inh	APOBEC3G inh	TIM10 inh	hIAP block	beta cell repl
O=C(NCc1n[nH]c(=O)c2ccccc12)C1CC(=O)N(c2ccccc2)C1 (stereo not drawn)	1	-3	-4	0	-5	-8	5	-5	2
O=C(COC(=O)c1ccc(O)cc1O)NC1CCS(=O)(=O)C1 (stereo not drawn)	0.91	0	7	9	9	-2	-17	6	-4
COCCN(C(=O)COC(=O)CSc1ccc(Cl)cc1)c1c(N)n(Cc2ccccc2)c(=O)[nH]c1=O	1	-1	-3	-1	7	-8	6	-9	0
CC1=CCC2C(=O)N(c3ccc(Br)cc3C)C(=O)C2C1 (stereo not drawn)	0.95	21	0	5	9	1	15	-1	-2
CC(C)=N/N=c1\scc(C)n1Cc1ccco1	1.1	14	-3	-7	6	-5	12	-13	-1
CCCc1nc2c(s1)CCc1onc(-c3ccc(OC)cc3)c1-2	0.96	21	3	4	12	9	19	-2	-7
CC(Oc1ccc2ccc(=O)oc2c1)C(=O)NC1CC(C)(C)NC(C)(C)C1 (stereo not drawn)	0.99	13	-3	1	8	-6	1	8	2
Cc1ccc(C)c(S(=O)(=O)N2CCN(C(=O)c3cnccn3)CC2)c1	0.97	5	0	3	3	-7	-1	12	-2

(next part)
Compound	mIAP act	tim10-1 inh	A3A deaminase	mIAP block	NLRP3 yeast inh	APOBEC3G inh	TIM10 inh	hIAP block	beta cell repl
CCOC(=O)CN1C(=O)C(C)(C)Oc2ccc(C(=O)Nc3ccccc3)cc21	0.97	21	-2	3	10	0	19	7	1
Cc1c(OCC(=O)NCc2ccccn2)ccc2c3c(c(=O)oc12)CCCC3	0.98	29	-4	2	10	-2	20	-16	2
Cc1cccc(CN(CC(=O)N/N=C/c2cccs2)S(=O)(=O)c2ccc(Cl)cc2)c1	0.96	13	-4	4	9	-6	1	1	-4
CC1CCC2(CC1)NC(=O)N(CC(=O)Nc1ccc3c(c1)OCCCO3)C2=O (stereo not drawn)	1.1	-9	0	-6	9	-7	-1	-3	-1
c1ccc(Nc2nc(NCC3CCCO3)c3ccccc3n2)cc1 (stereo not drawn)	1.1	-19	0	-9	14	-9	-11	-6	-3
Cc1ccc(S(=O)(=O)N2CCCCC2)cc1NC(=O)c1ccc(Br)o1	0.9	23	-2	10	2	-3	17	9	-4
Cc1noc(C)c1S(=O)(=O)N(C)C[C@H]1Oc2ccc(NC(=O)C3CCCCC3)cc2C(=O)N([C@H](C)CO)C[C@@H]1C	1	-1	-2	-5	0	-7	4	4	1
O=C(NCCc1cccc(C(F)(F)F)c1)C1CCC(=O)N(C2CC2)C1 (stereo not drawn)	1	-13	0	0	-3	-1	-2	25	3

Following part
Compound	mIAP act	tim10-1 inh	A3A deaminase	mIAP block	NLRP3 yeast inh	APOBEC3G inh	TIM10 inh	hIAP block	beta cell repl
O=C(CCC1CCCCC1)NCc1ccc(F)cc1	0.98	15	0	2	20	-4	1	-4	0
CCCCCCC1(C)NC(=S)N(c2ccccc2)N1 (stereo not drawn)	1	-8	-3	0	19	-7	-1	-7	-3
Cc1ccc(CN2CC(C(=O)NC3CCCC(C)C3C)CC2=O)cc1 (stereo not drawn)	1.1	7	-5	-10	9	-8	7	13	5
CCO[C@H]1OC(C(=O)NCc2nc3ccccc3[nH]2)=C[C@@H](C)[C@@H]1CCCO	0.95	-11	-3	5	6	-8	-2	14	2
O=C(CCSc1nnc(-c2ccco2)o1)Nc1ccc(Cl)cc1	1.1	-12	-3	-7	30	-6	1	-7	-4
COc1cc(OC)c(-c2nn3c(C4CCCCC4)nnc3s2)cc1OC	1.1	28	-5	-11	2	2	17	-18	3
CCOc1ccc2nc(NC(=O)COc3ccc(N(C)S(=O)(=O)c4ccc(C)cc4)cc3)sc2c1	0.85	-8	1	15	12	-6	-6	2	-2
COc1cccc(C(=O)Oc2cc3c4c(c2)C(C)=CC(C)(C)N4C(=O)C3=O)c1	0.88	28	-5	12	4	-6	29	14	-5

Grouped by structure: the compounds so far containing an aryl thioether with sulfur outside any ring.
Compound	mIAP act	tim10-1 inh	A3A deaminase	mIAP block	NLRP3 yeast inh	APOBEC3G inh	TIM10 inh	hIAP block	beta cell repl
COCCN(C(=O)COC(=O)CSc1ccc(Cl)cc1)c1c(N)n(Cc2ccccc2)c(=O)[nH]c1=O	1	-1	-3	-1	7	-8	6	-9	0
O=C(CCSc1nnc(-c2ccco2)o1)Nc1ccc(Cl)cc1	1.1	-12	-3	-7	30	-6	1	-7	-4

Continuation:
Compound	mIAP act	tim10-1 inh	A3A deaminase	mIAP block	NLRP3 yeast inh	APOBEC3G inh	TIM10 inh	hIAP block	beta cell repl
O=C(CSc1ccc(-c2ccco2)nn1)NCCc1ccccc1	1.1	1	-1	-6	3	-1	-19	-17	-5
O=C(O)/C(=C\c1cccc(F)c1)c1ccc(S(=O)(=O)N2CCCCC2)s1	1	25	1	-1	2	-5	-18	-5	-1
COCCn1c(SCCCC(=O)c2ccc(Br)cc2)nnc1-c1ccncc1	0.94	17	-1	6	4	-5	6	1	1
CCCN(CCC)CCCn1c(=O)[nH]c2ccccc21	0.91	-6	-3	9	1	-4	6	-4	1
Cc1ccccc1NC(=S)N/N=C/C(C)c1ccccc1 (stereo not drawn)	0.97	23	-5	3	14	-13	41*	-1	0
Cn1c(CNC(=O)c2ccccc2F)nnc1SCc1ccc(F)cc1	0.98	21	-7	2	-1	-7	-4	8	1
COc1ccc(Cc2nnc(NC(=O)C3CC(=O)N(c4ccccc4)C3)s2)cc1OC (stereo not drawn)	1	10	4	-4	10	-6	-12	20	-1
CC(C)[C@@H]1NC(=O)c2cc([N+](=O)[O-])cc(I)c2NCCC[C@@H](C(=O)NC(CC(=O)O)C(N)=O)NC(=O)[C@H](CO)NC1=O (stereo partly drawn)	0.96	0	1	4	-1	-3	-4	3	-5

Entries of single compounds, quoted from the list:
CC(C)[C@@H]1NC(=O)c2cc([N+](=O)[O-])cc(I)c2NCCC[C@@H](C(=O)NC(CC(=O)O)C(N)=O)NC(=O)[C@H](CO)NC1=O (stereo partly drawn) across the screens: mIAP act: 0.96; tim10-1 inh: 0; A3A deaminase: 1; mIAP block: 4; NLRP3 yeast inh: -1; APOBEC3G inh: -3; TIM10 inh: -4; hIAP block: 3; beta cell repl: -5
CCCN(CCC)CCCn1c(=O)[nH]c2ccccc21 across the screens: mIAP act: 0.91; tim10-1 inh: -6; A3A deaminase: -3; mIAP block: 9; NLRP3 yeast inh: 1; APOBEC3G inh: -4; TIM10 inh: 6; hIAP block: -4; beta cell repl: 1
O=C(O)/C(=C\c1cccc(F)c1)c1ccc(S(=O)(=O)N2CCCCC2)s1 across the screens: mIAP act: 1; tim10-1 inh: 25; A3A deaminase: 1; mIAP block: -1; NLRP3 yeast inh: 2; APOBEC3G inh: -5; TIM10 inh: -18; hIAP block: -5; beta cell repl: -1

Next part:
Compound	mIAP act	tim10-1 inh	A3A deaminase	mIAP block	NLRP3 yeast inh	APOBEC3G inh	TIM10 inh	hIAP block	beta cell repl
O=C(O)c1ccc(NC(=O)c2ccc(COc3ccc(Cl)cc3)o2)cc1	1	0	-5	0	-4	-7	6	6	-4
CCOC(=O)C1=C(c2ccccc2)Nc2ncnn2C1c1ccc(C(=O)O)cc1 (stereo not drawn)	0.99	-1	16	1	8	10	-18	2	-4
CC(Oc1ccc2c(c1)oc(=O)c1ccccc12)C(=O)NC(Cc1c[nH]c2ccc(O)cc12)C(=O)O (stereo not drawn)	1.1	11	4	-6	17	20	0	-8	3
CC(C)CCN(C(=O)C1CCCC1)c1c(N)n(Cc2ccccc2)c(=O)[nH]c1=O	1.1	-1	-1	-12	11	-4	-3	-6	-1
Cc1nn(CCOc2ccccc2Cl)c(C)c1[N+](=O)[O-]	0.97	0	0	3	12	-4	16	-1	-1
COc1ccc(C)cc1NC(=O)COC(=O)c1ccccc1SCC(=O)N1CCCC1	0.99	28	2	1	25	3	18	-3	-4
COc1ccc(CN2C(=O)CC(C(=O)NCCc3ccc(S(N)(=O)=O)cc3)SC2=Nc2ccccc2)cc1 (stereo not drawn)	1	-1	2	-2	18	-1	-16	-7	-5
Cc1c(C(=O)NCc2ccc(F)cc2)c(-c2ccccc2)nn1-c1ccccc1	0.98	28	-2	2	13	-3	43*	3	-2

Next part.
Compound	mIAP act	tim10-1 inh	A3A deaminase	mIAP block	NLRP3 yeast inh	APOBEC3G inh	TIM10 inh	hIAP block	beta cell repl
COCC1CCN(Cc2cn(Cc3ccccc3)nc2-c2cc3ccccc3o2)CC1	1.1	17	-1	-11	13	-7	-1	-10	-3
NC(=S)N=Nc1c(O)n(CCCl)c2ccc(Br)cc12	0.71	-11	-2	29	8	-4	-13	8	-6
Cc1ccc(NC(=O)CCNC(=O)c2ccco2)cc1F	1	-10	-4	-4	9	-15	9	5	0
Cc1cc(C)c(C#N)c(SCC(=O)c2ccc(Cl)cc2Cl)n1	0.78	15	-1	22	16	-3	17	-2	-2
CC(CCc1ccccc1)NC(=O)COC(=O)c1ccc(NC(=O)CC#N)cc1 (stereo not drawn)	1	13	2	-4	4	-1	7	9	-3
COc1cccc(NC(=S)C(C#N)=C2N(C)c3ccccc3N2C)c1	1	-2	-9	-2	6	-11	16	11	1
CCCn1c(SCC(=O)Nc2sc(C)c(C)c2C(=O)OCC)nc2c1c(=O)n(C)c(=O)n2C	1	1	-1	-5	-3	-4	-11	-11	0
O=C(Nc1ccc(Cl)cc1)/C(=C/c1cccc(O)c1)c1nc2ccccc2s1	0.86	-8	-1	14	7	-7	-99	4	-7
N#CC1=C(N)Oc2cc(O)ccc2C1c1cccs1 (stereo not drawn)	0.79	19	-5	21	24	-8	1	25	1
Cc1[nH]c2ccccc2c1/C=N/NC(=O)c1cccs1	0.92	-51	-1	8	12	-6	22	11	-2
COCCNCCCCOc1ccc(Br)cc1C	0.87	-12	0	13	30	-7	3	6	-4

Reprinted at random: 3 compounds from above.
Compound	mIAP act	tim10-1 inh	A3A deaminase	mIAP block	NLRP3 yeast inh	APOBEC3G inh	TIM10 inh	hIAP block	beta cell repl
O=C(Nc1ccc(Cl)cc1)/C(=C/c1cccc(O)c1)c1nc2ccccc2s1	0.86	-8	-1	14	7	-7	-99	4	-7
N#CC1=C(N)Oc2cc(O)ccc2C1c1cccs1 (stereo not drawn)	0.79	19	-5	21	24	-8	1	25	1
NC(=S)N=Nc1c(O)n(CCCl)c2ccc(Br)cc12	0.71	-11	-2	29	8	-4	-13	8	-6
